Screening data from PubChem.
KDM4E inh – inhibitors of human JMJD2E histone demethylase. B2RXH2. JMJD2E catalytic domain, FDH-coupled NADH fluorescence (FDH is formaldehyde dehydrogenase). Potency, µM (highest dose often 57.1 µM), for inactives: top-dose activity change, negative = inhibition, hits mostly inhibitors. 1.6% of 230,000 active. AID 2147; active = well fitted inhibition curve with a large enough effect, not every such curve was filed as active; inconclusive = small, poorly fitted or top-dose-only effect, or another doubt; inactive = no such curve, though single readings can be large or run the other way;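 also: 0% = wells with enzyme and -100% = buffer wells without enzyme; nearly all actives have a fitted effect of over 50% in size; many of its hits are not listed in these tables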
RECQ1 helicase – RECQ1 (human) helicase inhibition. P46063. 0.54% of 240,000 active. Potency, µM (highest dose often 57.3 µM), for the others: at the highest dose activity, negative = inhibition, hits mostly inhibitors. RECQ1 DNA unwinding, red fluorescence kinetic read;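 also: plate controls were vehicle for no effect and no enzyme for full effect; nearly all actives have a fitted effect of over 30% in size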
Target sequence (P46063 whole entry, looked up): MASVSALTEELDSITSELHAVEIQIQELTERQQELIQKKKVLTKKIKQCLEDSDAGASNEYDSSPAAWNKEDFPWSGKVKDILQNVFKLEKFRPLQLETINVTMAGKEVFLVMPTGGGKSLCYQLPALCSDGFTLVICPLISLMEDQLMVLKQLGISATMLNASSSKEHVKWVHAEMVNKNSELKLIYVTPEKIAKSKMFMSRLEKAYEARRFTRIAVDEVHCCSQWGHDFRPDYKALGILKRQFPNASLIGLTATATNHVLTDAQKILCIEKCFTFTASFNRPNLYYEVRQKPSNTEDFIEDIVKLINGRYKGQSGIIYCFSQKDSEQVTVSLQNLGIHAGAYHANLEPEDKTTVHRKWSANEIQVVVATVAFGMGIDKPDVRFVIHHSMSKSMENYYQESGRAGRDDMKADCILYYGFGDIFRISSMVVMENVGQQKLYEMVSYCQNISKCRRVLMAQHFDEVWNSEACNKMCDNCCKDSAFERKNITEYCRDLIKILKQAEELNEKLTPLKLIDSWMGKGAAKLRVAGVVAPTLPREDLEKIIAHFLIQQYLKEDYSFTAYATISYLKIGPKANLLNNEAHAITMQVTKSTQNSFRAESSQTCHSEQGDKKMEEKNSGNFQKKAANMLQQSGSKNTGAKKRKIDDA
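50 nM RECQ1T1 preincubated 15 min with compound in Tris pH 8.0 buffer with MgCl2, DTT, Tween-20 and 2.5 ug/ml poly(dI-dC); started with 200 nM TAMRA/BHQ-2 forked duplex and 2 mM ATP. Unwinding read as fluorescence (525/598 nm), two reads 2 h apart.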
TRb SRC2 PPI – inhibitors of human thyroid hormone receptor beta-SRC2 interaction. P10828. TRbeta-SRC2 peptide binding, fluorescence polarization; receptor liganded with 1 µM T3. Potency, µM (top dose mostly 106 µM), without a hit: top-dose activity change, negative = inhibition, usual class: inhibitors. 0.065% of 280,000 active. AID 1469;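 also: plate controls were bound peptide for no effect and peptide without receptor for full effect; nearly all actives have a fitted effect of over 50% in size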
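Read-out is fluorescence polarization (555 nm excitation, 632 nm emission) of a Texas Red SRC2 coactivator peptide; loss of signal reflects blocked binding to human TRb ligand-binding domain in the presence of 1 uM T3.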
Tau fibril FP – tau fibrillization inhibition (FP); AID 1468; Potency, µM (doses to about 57.7 µM), inactives show at the top dose activity, negative = inhibition, most hits filed as inhibitors; K18 P301L tau heparin fibrillization, Alexa594 FP, 6 h; 0.39% of 280,000 active; also: nearly all actives have a fitted effect of over 55% in size
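Compound effects on tau fibrillization are measured by Alexa 594 fluorescence polarization (ex 555, em 632 nm). K18 P301L tau is used at 15 uM with 0.24 uM labeled tracer, and 20 uM heparin induces aggregation over 6 hr at 37 C.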
L3MBTL1 inh – inhibitors of human L3MBTL1 | Q9Y468 | AlphaScreen L3MBTL1–H3K9me1 peptide binding | Potency, µM (highest dose often 57.1 µM), inactives show at the top dose activity, negative = inhibition, usual class: inhibitors | 0.66% of 230,000 active; also: nearly all actives have a fitted effect of over 60% in size
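L3MBTL1 50 nM + b-AHA-H3(1-15)K9me1 75 nM, 30 min RT; compound added, 30 min RT; streptavidin donor/Ni-chelate acceptor beads 10 ug/mL each final, 30 min RT dark; AlphaScreen read.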
TexasRed fluor – alters Texas Red total fluorescence, flagging assay interference; TRb/SRC2 Texas Red total fluorescence interference; Potency, µM (titrated, usually from 106 µM), without a hit: top-dose fluorescence change, negative = quenching; 0.29% of 280,000 active; active = well fitted curve in either direction with a large enough effect; inconclusive = small, poorly fitted or top-dose-only effect
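Human TRβ ligand-binding domain (0.6 uM) and Texas Red SRC2 peptide (20 nM) in Tris buffer with 1 uM T3 and 5% DMSO were incubated with pinned compound for 5 hr at ambient temperature. Total fluorescence was computed as S + 2P (555/632 nm).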
Tau ThT inhib – tau fibrillization inhibition (ThT binding); 2.1% of 270,000 active; AID 1460; recombinant tau K18 P301L (four-repeat tau fragment), heparin-induced fibrillization, ThT fluorescence; Potency, µM (doses to about 57.4 µM), without a hit: at the highest dose activity, negative = inhibition, usual class: inhibitors; also: nearly all actives have a fitted effect of over 55% in size
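Heparin-induced fibrillization of the P301L-mutant K18 repeat-domain fragment of human tau was followed by ThT binding in quantitative high-throughput format.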
RGS12 GoLoco inh – RGS12 GoLoco-Gai1 interaction inhibition; AID 880; 0.44% of 230,000 active; Potency, µM (highest dose often 61.6 µM), without a hit: top-dose activity, negative = inhibition, hits mostly inhibitors; Gai1:RGS12 GoLoco peptide FP, rhodamine, 10 min; active = well fitted inhibition curve with a large enough effect, not every such curve was filed as active; inactive = no such curve, though single readings can be large or run the other way; also: nearly all actives have a fitted effect of over 30% in size; many of its hits are not listed in these tables
Target sequence (P63096 whole entry, looked up): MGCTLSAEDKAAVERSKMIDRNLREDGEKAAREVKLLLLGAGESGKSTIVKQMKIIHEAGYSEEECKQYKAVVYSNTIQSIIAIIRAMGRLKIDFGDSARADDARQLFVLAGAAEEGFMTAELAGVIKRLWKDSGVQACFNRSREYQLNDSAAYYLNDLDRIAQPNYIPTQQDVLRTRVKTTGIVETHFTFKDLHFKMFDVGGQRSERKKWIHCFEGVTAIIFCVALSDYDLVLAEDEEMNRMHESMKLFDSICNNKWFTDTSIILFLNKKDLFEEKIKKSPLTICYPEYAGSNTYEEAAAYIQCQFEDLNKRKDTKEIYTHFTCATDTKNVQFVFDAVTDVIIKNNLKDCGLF
* marks the source's active call; other numbers are inactive results; i = inactive; u = inconclusive; x = no result given; [ ] = dose if it differs, or a comment. Unless noted, calls follow the shape of the dose curve; as a rule, active = well fitted curve in the direction sought with a large enough effect; inconclusive = small, poorly fitted or top-dose-only effect, or another doubt; inactive = no such curve, though single readings can be large; an effect the other way counts as inactive or inconclusive. Unless noted, % is scaled to controls: 0 for no effect and ±100 for the full control effect; potency is read from the fitted curve at half-maximal effect. Not all compounds are listed, so the mix of outcomes need not match the whole.

SMILES	KDM4E inh	RECQ1 helicase	TRb SRC2 PPI	Tau fibril FP	L3MBTL1 inh	TexasRed fluor	Tau ThT inhib	RGS12 GoLoco inh
Cc1c(Cl)cccc1-n1c(SCC(=O)NCc2ccccc2Cl)nnc1-c1ccncc1	-23%	-4%	5%	3%	-13%	1%	-6%	175%[activator]
O=c1[nH]c2ccc(S(=O)(=O)N3CCN(c4ccccc4)CC3)cc2[nH]c1=O	-12%	-9%	2%	-4%	-6%	-1%	-5%	-15%
CC(=O)C1C(c2ccccc2Cl)NC(=O)NC1(O)C(F)(F)F (stereo unspecified)	4%	-2%	-4%	-4%	x	-1%	-11%	2%
Cc1ccc(C(=O)N/C(=C/c2ccccc2)C(=O)NC(Cc2ccccc2)C(=O)O)cc1 (stereo unspecified)	3%	2%	-1%	11%	3%	-1%	-2%	-2%
CCOc1cccc(N2C(=O)CC(NNC(=O)c3ccc(Br)o3)C2=O)c1 (stereo unspecified)	-29%	-11%	-4%	9%	-5%	-8%	1%	-5%
Cc1cc(=O)oc2cc(OC(=O)c3ccccc3)ccc12	u	-18%	3%	-10%	4%	-2%	u	5%
O=C(COC(=O)COc1ccccc1[N+](=O)[O-])Nc1ccc(S(=O)(=O)N2CCCCC2)cc1	-2%	i	-25%	u	x	1%	-3%	9%
CCC(=O)Nc1ccc(-c2nnc(SCC(=O)NCC3CCCO3)n2C)cc1 (stereo unspecified)	-8%	-2%	10%	7%	15%	-2%	-15%	-6%
O=C1/C(=C/c2cccnc2)SC(=S)N1C1CCS(=O)(=O)C1 (stereo unspecified)	-2%	-8%	7%	1%	17%	0%	u	52%[activator]
CC(C)(CO)NC(=O)CCCOc1ccc(Cl)cc1Cl	2%	-5%	-5%	3%	-1%	-7%	8%	3%
CC[C@H]1C(O)C[C@H]2CCN3C(=O)CCC[C@H]1[C@H]23 (stereo partly specified)	x	-2%[126 µM]	-1%[201 µM]	3%[126 µM]	1%	2%[201 µM]	-2%[126 µM]	4%[136 µM]
CCCC(=O)NC(Nc1c(C)n(C)n(-c2ccccc2)c1=O)C(Cl)(Cl)Cl (stereo unspecified)	3%	i	6%	-4%	12%	-1%	-5%	13%
O=C(OCc1cn(-c2ccc(Cl)c(Cl)c2)nn1)c1ccccc1	0%	-16%	1%	-14%	11%	0%	3%	7%
O=C(CSc1nnc(-c2ccccc2)o1)c1ccc2c(c1)OCCO2	6%	-5%	9%	-12%	4%	1%	-12%	-4%
CN(C(=O)CSc1nnc(-c2ccco2)o1)C1CCCCC1	-1%	i	3%	u	5%	-2%	2%	8%
Cc1ccc(C)c(Cn2c(=O)cc(C(F)(F)F)c3c(C)nn(C)c32)c1	x	x	1%	-2%	x	-27%	-3%	x
CC(=O)c1ccc(OCc2ccc(Oc3c(Cl)cccc3[N+](=O)[O-])cc2)cc1	-9%	-3%	-2%	13%	1%	-3%	-10%	12%
COc1cccc(-n2cc(C(=O)Nc3ccccc3C(N)=O)c3ccccc3c2=O)c1	x	x	7%	0%	x	-10%	-6%	x
c1ccc2c(c1)Sc1ccccc1-n1cnnc1-2	-7%	-1%	-2%	10%	-2%	1%	-4%	5%
Cc1cc(N2CCN(C)CC2)nc2ccc(NC(=O)Nc3cccc(Cl)c3)cc12	x	x	-2%	u	x	-19%	14µM*	x
O=c1cnnc(N/N=C/c2ccccn2)[nH]1	3.5µM*	i	-3%	4%	x	2%	x	8%
CCn1c(CNC(=O)c2ccc(OC)cc2)nnc1SCC(=O)Nc1ccccc1	x	x	-3%	-9%	x	-10%	-5%	x
COc1ccccc1CNc1ncnc2ccc(-c3ccc(N(C)C)cc3)cc12	u	-5%	1%	u	x	-3%	11µM*	-24%
CCN1C(=O)/C(=C2\SC(=S)N(CC3CCCO3)C2=O)c2ccccc21 (stereo unspecified)	3%	-6%	-2%	6%	x	-1%	u	0%
NC(=O)C1CCN(C(=O)COc2ccc(Nc3ccccc3)cc2)CC1	u	i	6%	1%	x	-1%	u	-13%

Next part, overlapping the part above by 4 compounds.
SMILES	KDM4E inh	RECQ1 helicase	TRb SRC2 PPI	Tau fibril FP	L3MBTL1 inh	TexasRed fluor	Tau ThT inhib	RGS12 GoLoco inh
CCn1c(CNC(=O)c2ccc(OC)cc2)nnc1SCC(=O)Nc1ccccc1	x	x	-3%	-9%	x	-10%	-5%	x
COc1ccccc1CNc1ncnc2ccc(-c3ccc(N(C)C)cc3)cc12	u	-5%	1%	u	x	-3%	11µM*	-24%
CCN1C(=O)/C(=C2\SC(=S)N(CC3CCCO3)C2=O)c2ccccc21 (stereo unspecified)	3%	-6%	-2%	6%	x	-1%	u	0%
NC(=O)C1CCN(C(=O)COc2ccc(Nc3ccccc3)cc2)CC1	u	i	6%	1%	x	-1%	u	-13%
Cc1sc(NC(=O)COc2ccc(C(C)(C)C)cc2)c(C(=O)OC(C)C)c1C	x	x	0%	-4%	x	-23%	-7%	x
COc1cccc(/C=C/c2nc(C#N)c(NCCc3ccccc3)o2)c1	x	x	1%	-10%	x	-2%	3%	x
CCOC(=O)c1c(C)[nH]c(C)c1S(=O)(=O)NCC(=O)NCc1ccc(C)cc1	x	x	3%	-2%	x	-2%	0%	x
CC1(C)SC2C(NC(=O)C(C(=O)O)c3ccccc3)C(=O)N2C1C(=O)O (stereo unspecified)	-3%	i	1%	-5%	x	-1%	-5%	2%
Cc1ccsc1/C=N/n1c(C2CCCCC2)n[nH]c1=S	1%	4%	-1%	-2%	1%	1%	0%	-5%
O=C(c1ccco1)N1c2ccccc2Sc2ccccc21	-2%	-9%	-7%	9%	63%[activator]	-1%	7%	-7%
COc1ccc(S(=O)(=O)N(C)CC(=O)Nc2ccccc2SC)cc1	-2%	-5%	-8%	9%	6%	0%	7%	11%
CC(=O)[C@H]1[C@H](C#N)CC2C3CC=C4C[C@@H](O)CCC4(C)C3CCC21C (stereo partly specified)	x	-5%	-1%	1%	x	1%	-11%	-3%
CC(C)C(=O)N[C@@H]1CCCN1C(=O)/C=C\c1ccccc1	x	15%[11.5 µM]	-3%[11.2 µM]	-5%[11.6 µM]	x	-3%[11.2 µM]	-15%[11.5 µM]	x
CC[N+](C)(CC)CC(=O)Nc1c(C)cccc1C	7%	-9%	2%	7%	x	-1%	-10%	0%
C/C(=N\Nc1ccc(S(=O)(=O)Nc2ccc(Cl)cc2)cc1[N+](=O)[O-])c1ccc(N2CCOCC2)cc1	0%	-3%	-4%	u	u	-2%	u	4%
Cc1nc(-c2ccccc2)sc1C1(C)CC(c2ccc(OC(F)(F)F)cc2)=NO1 (stereo unspecified)	-2%	i	-5%	-12%	x	-1%	-12%	6%
O=C(CCCN1C(=O)c2cccnc2Oc2ccc(Cl)cc21)NCc1ccccc1F	x	x	7%	-4%	x	-17%	3%	x
Nc1nnn(CC(=O)N/N=C/c2cccc(Cl)c2)n1	-1%	-3%	1%	1%	1%	-3%	1%	4%
O=[N+]([O-])c1cccnc1NCCNc1ncc(C(F)(F)F)cc1Cl	3%	-5%	5%	6%	-9%	-5%	u	11%
Cn1c(NC(=O)/C=C\c2ccccc2)cc(=O)n(C)c1=O	-5%	-14%	-8%	1%	x	0%	-2%	7%
Cc1noc(C)c1S(=O)(=O)Nc1ccc(C(=O)NC2CCCCC2)cc1	-2%	-13%	-7%	-4%	12%	-3%	-2%	9%
CC(=O)N1CCOc2cc(S(=O)(=O)NCc3ccc(C)cc3)c(Cl)cc21	x	x	7%	-5%	x	-2%	2%	x
CCOCc1nnc(NC(=O)c2ccc(OC)cc2)s1	8%	i	-20%	-6%	-1%	1%	-3%	10%
CCCn1c2ccccc2c2cnn(CC(=O)N(CCCOC(C)C)Cc3ccco3)c(=O)c21	x	x	7%	8%	x	-20%	-14%	x
COc1ccc(C=O)cc1Cn1ccnc1C	4%	i	9%[53 µM]	4%	-9%	-2%[53 µM]	-4%	-29%
COCCOC(=O)C1=C(C)N=C2SCCC(=O)N2C1c1cccc(Br)c1 (stereo unspecified)	7%	i	1%	1%	x	-1%	-4%	2%
O=C(C(Cc1ccccc1)n1cccc1)N1CCN(c2ccccc2)CC1 (stereo unspecified)	-2%	0%	-18%	2%	x	2%	-9%	12%
CC(C)n1nnnc1SCC(=O)Nc1ccc2c(c1)OCCO2	-2%	-11%	2%	u	x	-3%	2%	3%
CCCCC(=O)NC(=S)Nc1cccc(NC(=O)c2ccccc2)c1	-3%	11%	-10%	-9%	-5%	-1%	-17%	-6%

(listing goes on)
SMILES	KDM4E inh	RECQ1 helicase	TRb SRC2 PPI	Tau fibril FP	L3MBTL1 inh	TexasRed fluor	Tau ThT inhib	RGS12 GoLoco inh
COCCn1nnnc1C(CC(C)C)N1CCN(c2nc3ccccc3s2)CC1 (stereo unspecified)	0%	i	4%	8%	-8%	-1%	-9%	7%
CC(C)OC(=O)C1CC=CCC1C(=O)Nc1ccc(Cl)cc1 (stereo unspecified)	4%	i	-5%	-12%	x	-4%	-3%	1%
CC1CCN(C(=O)c2ccc3c(c2NCCO)C(=O)c2ccccc2C3=O)CC1	-4%	1%	16%	2%	x	8%	u	161%[activator]
COc1ccc(/C=N/NC(=O)CN2CCSCC2)cc1C	-2%	-1%	-1%	3%	-5%	-6%	-10%	12%
Cc1cccc(C(=O)O/N=C2\CCS(=O)(=O)c3sccc32)c1	-1%	7%	2%	3%	6%	-1%	1%	-3%
C=CCNc1nc2c(c(=O)n(C)c(=O)n2C)n1CC	3%	i	11%	-5%	u	-5%	-2%	-6%
Cn1c(N2CCCC2)nc2c1c(=O)n(Cc1cccc(F)c1)c(=O)n2C	2%	i	-13%	-3%	-5%	-5%	-4%	7%
O=C(CN1CCSCC1)N1CCc2[nH]c3ccc(Br)cc3c2C1	0%	-4%	-12%	3%	-1%	0%	u	4%
Cc1ccccc1S(=O)(=O)Cc1ccc(C(=O)NC2CCC(C)CC2)o1 (stereo unspecified)	x	x	-1%	-3%	x	-4%	-1%	x
CCN(Cc1ccccc1)S(=O)(=O)c1ccc(N2CCCCS2(=O)=O)cc1	x	x	-7%	10%	x	0%	-1%	x
CC(C)COc1ccc(C2=NC(c3ccncc3)=Nc3ccc(F)cc3N2)cc1	x	x	-4%	-2%	x	1%	u	x
COc1cccc(NC(=O)COc2nc3ccccc3nc2C)c1	u	-4%	2%	3%	-2%	0%	-5%	32%[activator]
